# Myeloid diff 2: induction of myeloid progenitor differentiation, primary screen, cell-based, flow cytometry, MLPCN library; calls only at 10 µM; 1% of 360,000 active; AID 624256, 2012; ER-HoxA9 myeloid progenitors, lysozyme-GFP differentiation;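 active means normalized GFP-positive differentiation at or above the plate's own cutoff, the solvent-only control mean plus 3 SD; inconclusive means no clear call, values can overlap the other calls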;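 further: cells exposed to compound for four days before flow analysis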
# Rac1 GTP hydrolysis: MgcRacGAP GTPase-activating activity inhibitors, confirmation, biochemical, ADP Hunter fluorescence; Rac GTPase-activating protein 1 (Homo sapiens); 0.6% of 340,000 active; MgcRacGAP-stimulated Rac1 GTP hydrolysis, ADP Hunter fluorescence; higher % means a stronger effect; GST-tagged Rac1 F28L mutant substrate; one-dose inhibition, % at 30 µM; IC50 in µM for titrated hits;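 active means first-screen hits whose inhibition reached a set limit at any dose in the follow-up dose series; inconclusive means inhibition above the set first-screen limit but never retested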;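 further: fluorescence reports GDP produced by GAP-driven GTP hydrolysis; strong numbers were not always called active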
# UTI89 phage lysis: inhibition of K1F phage lysis, E. coli UTI89, bacterial capsule biogenesis inhibitors, alamar blue (AID 488966); E. coli UTI89 K1F phage lysis, alamar blue, 2 h; higher % means a stronger effect; inhibition, % at 100 µM; hits with a dose series show IC50 in µM; 0.02% of 340,000 active;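 active means phage lysis inhibition, versus mean bacterial control, above a set limit; inconclusive means no clear call, values can overlap the other calls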;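 further: capsule biogenesis inhibitors block K1F phage lysis so surviving cells raise fluorescence; higher fluorescence means more inhibition of phage lysis; actives were called in the ten point dose series up to 300 µM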
# NTR1 ag: agonists of NTR1, primary screen, imaging, U2OS cells, beta-arrestin-GFP, high content (AID 493036). Neurotensin receptor type 1 (Homo sapiens), P30989. NTR1-U2OS beta-arrestin-GFP spot imaging, agonist mode. activation, % at 20 µM. 0.17% of 330,000 active;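 active means activation at or above 40% of the spot to cytoplasm intensity ratio, with at least 20 cells analyzed; inconclusive means wells under 20 cells, flagged as cytotoxic or low count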;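 further: 0% = DMSO without peptide and 100% = 100 nM NTR1 peptide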
# Target sequence (P30989 whole entry, looked up): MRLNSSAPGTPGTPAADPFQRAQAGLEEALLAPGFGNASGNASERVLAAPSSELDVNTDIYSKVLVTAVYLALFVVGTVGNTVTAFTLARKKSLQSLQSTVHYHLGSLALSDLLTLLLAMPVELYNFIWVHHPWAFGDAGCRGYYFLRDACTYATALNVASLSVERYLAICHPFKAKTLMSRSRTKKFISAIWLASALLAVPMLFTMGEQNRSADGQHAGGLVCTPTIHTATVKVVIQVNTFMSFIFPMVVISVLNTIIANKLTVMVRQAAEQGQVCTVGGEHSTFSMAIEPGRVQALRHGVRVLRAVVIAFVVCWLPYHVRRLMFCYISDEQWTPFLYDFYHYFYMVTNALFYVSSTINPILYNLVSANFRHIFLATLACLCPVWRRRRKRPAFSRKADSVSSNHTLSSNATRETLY
# TNAP activation fold: human TNAP enzyme activators, primary screen, biochemical, luminescent, no phosphate acceptor, uHTS (AID 1001); activation fold at 20 µM, or EC50 in µM where a hit was titrated; purified TNAP, luminescent activation assay, no phosphate acceptor; higher activation fold means a stronger effect; 0.03% of 200,000 active; in the data active means activation fold from about 3, or a potency from the dose series; inactive means the rest, 99 in 100 with activation fold below about 1.6; further: many of its hits are not listed in these tables
# RSV CPE inhibition: RSV antiviral activity via CPE protection, HEp-2 cells, primary 10 µM value included (AID 2391); HEp-2 cells, RSV-induced CPE inhibition; higher % means a stronger effect; CPE inhibition, % at 10 µM; hits with a dose series show IC50 in µM; 0.13% of 310,000 active; in the data active means a potency from the dose series; inconclusive means CPE inhibition mostly from about 23% at the one dose, without a potency; inactive means the rest, 99 in 100 with CPE inhibition below about 21%; further: strong numbers were not always called active
# PhoP inhibition: inhibitors of PhoP regulon expression, primary screen, Salmonella Typhimurium, GFP reporter (AID 1863); inhibition, % at 50 µM; hits with a dose series show IC50 in µM; 0.16% of 300,000 active; S. Typhimurium PhoP-regulated promoter GFP reporter, 4 h; higher % means a stronger effect;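 active means inhibition over 29.93%, a cutoff 3 SD above the screen mean, later confirmed by dose response; inconclusive means inhibition over 29.93% but no dose response follow-up; inactive means inhibition at most 29.93% or unconfirmed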;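 further: 0% = low Mg2+ inducing control and 100% = high Mg2+ repressing control; strong numbers were not always called active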
# T cell modulator: modulators of CD8 T cell-vesicle binding, primary screen, mouse 2C CD8+ T cells, flow cytometry; 2C CD8+ T cell-vesicle binding; hits give low values; calls only at 7 µM; 0.068% of 330,000 active; AID 2052, 2009;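 active means response, share of CD8 T cells binding vesicles, and their 90th percentile fluorescence all below set limits, cut at about 80% in these data, passing the limit was not always enough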
#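 Material: 2C TCR transgenic mouse naive CD8+ T cells, MACS-purified. Also added: QL9-charged Drosophila Ld/ICAM-1/B7-1 vesicles. Timing: binding 1.5 h at 37 °C. Measured by: high-throughput flow cytometry with anti-B7-1 and anti-CD8 staining. Read-out: percent CD8+ FL2 mean versus row control. Controls: Unloaded micro-vesicles (low), QL9 vesicles with 0.7% DMSO (high).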
# SV40 large T antigen: SV40 large T antigen inhibitors, biochemical (AID 1903); inhibition, % at 20 µM; hits with a dose series show IC50 in µM; SV40 large T antigen ATPase/helicase inhibition assay; higher % means a stronger effect; 0.39% of 310,000 active; in the data active means a potency from the dose series; inconclusive means inhibition mostly from about 32% at the one dose, without a potency; inactive means the rest, 99 in 100 with inhibition below about 32%; further: strong numbers were not always called active
# T cell modulator vesicle-bound %: recorded beside T cell modulator, whose call it bears; double positive events, %; measured here: CD8+ vesicle-bound cell fraction;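 binding gate set so that unloaded-vesicle control wells show 10% double positive cells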
# NTR1 ag cell count 20 µM: recorded beside NTR1 ag, whose call it bears; cell count; measured here: cell count, cytotoxicity flag
# Myeloid diff 2 GFP+ MAC1+ %: recorded beside Myeloid diff 2, whose call it bears; GFP+ MAC1+ double positive, %; measured here: differentiation confirmed by MAC1 staining
# * = called active by the depositor; i = inactive; ? = inconclusive; nt = no result given; + = active, no number; [ ] = remark or other dose.
SMILES,Myeloid diff 2,Myeloid diff 2 GFP+ MAC1+ %,Rac1 GTP hydrolysis,UTI89 phage lysis,NTR1 ag,NTR1 ag cell count 20 µM,TNAP activation fold,RSV CPE inhibition,PhoP inhibition,T cell modulator,T cell modulator vesicle-bound %,SV40 large T antigen
Cc1ccc(C(=O)OCC(=O)Nc2cc(F)ccc2F)cc1NC(=O)c1ccco1,i,2.2,4%,0.1%,-0.5,73,1.1,3.1%,1%,i,39,3%
Cc1cccc2sc(N(CCN(C)C)C(=O)c3ccc4ccccc4c3)nc12,i,2.9,5%,1.0%,1.9,61,nt,-0.5%,5%,i,22,2%
S=C(Nc1ccc(Cl)cc1)N(CCCN1CCOCC1)Cc1cccs1,i,1.2,3%,-0.2%,3.2,50,1.1,-1.2%,2%,i,47,31%
Cc1cc(Br)ccc1SCC(=O)OC/C(O)=C(\C#N)c1nc2ccccc2[nH]1,i,0.4,10%,0.1%,4.0,53,nt,0.5%,-7%,i,9,14%
O=C(NC1CCCCC1)c1ccc(CN2CCOCC2)cc1,i,0.7,12%,0.5%,-0.5,46,1.1,1.5%,-3%,i,16,-6%
Cc1occc1C(=O)NNC(=O)CN1C(=O)NC2(CCCCC2)C1=O,i,0.9,4%,1.0%[50 µM],-1.1,73,nt,nt,nt,nt,nt,nt
COc1ccc(CCc2nnc(CCC(=O)NCc3cnn(-c4ccccc4C)c3)o2)cc1,i,1.2,2%,0.4%,5.4,95,1.1,4.6%,-5%,i,22,-1%
C=CCn1c(SCC(=O)Nc2ccc3c(c2)OCO3)nnc1-c1ccccc1OC,i,1.3,-2%,3.5%[50 µM],-0.7,48,1.1,5.4%,14%,i,40,2%
CCCc1nnc(SCC(=O)N2CCOCC2)n1Cc1ccco1,i,0.7,-4%,-0.1%,-1.0,55,1.1,1.5%,16%,i,63,-2%
COC(=O)c1c(C)[nH]c(O)c1C=Nc1ccc(C#N)cc1,i,0.2,6%,0.6%,-0.9,98,1,-1.4%,-2%,i,59,10%
COC(=O)c1ccc(CNC(=O)C(NC(=O)c2ccco2)C(C)C)cc1 (centres undefined),i,0.3,5%,0.1%,-1.4,50,nt,1.7%,-2%,i,24,7%
CC(C)CCN1C(=O)c2ccc(C(=O)NCc3ccccn3)cc2C1=O,i,0.7,1%,1.3%[50 µM],-1.7,71,nt,1.1%,-5%,i,19,20%
CCC1CCC(c2nnc(-c3ccc(Br)cc3)o2)CC1 (centres undefined),i,0.7,5%,5.0%,6.1,40,1.2,0.6%,-5%,i,35,6%
CCCc1cnc(N2CCN(C(=O)c3ccccc3)CC2)nc1,nt,nt,5%,0.2%,4.8,55,nt,8.9%,1%,i,25,5%
Cc1ccc(C(=O)C[n+]2ccc(Cc3ccccc3)cc2)cc1,i,0.5,2%,0.6%,-1.6,73,1,-2.2%,7%,i,27,7%
COCCn1cnnc1SCC(=O)Nc1cccc(S(=O)(=O)N2CCCCCC2)c1,i,0.4,6%,-0.3%,-0.1,51,1.1,0.4%,-12%,i,6,0%
CCOC(=O)c1sc(-c2ccc(F)cc2)cc1NC(=O)Nc1ccccc1OC,i,0.6,4%,2.3%,12,59,1.1,?,3%,i,45,2%
O=C(CN1C(=O)CC(c2ccco2)Sc2ccccc21)NCC1CCCO1 (centres undefined),i,0.7,9%,0.9%,0.4,72,1.2,-1.0%,-11%,i,13,35%
Cc1ccccc1N1C(=O)C(Cl)=C(N2CCCCCC2)C1=O,i,0.4,-6%,0.0%,1.0,79,1.1,-0.7%,6%,i,54,-3%
COc1cccc(CN2CCNC(=O)C2CC(=O)NCC(C)(C)N2CCOCC2)c1OC (centres undefined),i,0.5,6%,0.2%,-0.3,50,nt,3.6%,-4%,i,27,13%
Cc1ccccc1COC(=O)CCCC1=NS(=O)(=O)c2ccccc2N1,i,0.0,8%,0.2%,0.4,62,nt,3.9%,-13%,i,9,1%
CCOc1ccc(C(=O)NCCN2CCCCC2)c(OCC)c1,i,0.5,11%,0.3%,0.8,55,nt,-0.9%,-1%,i,55,8%
COc1ccc(CNC(=O)C(=O)NCC2OCCN2S(=O)(=O)c2ccc(OC)c(OC)c2)cc1 (centres undefined),i,0.9,6%,0.3%[50 µM],0.1,61,nt,4.6%,-1%,i,7,-2%
COc1cc(C(=O)N/N=C/c2cc([N+](=O)[O-])cs2)cc(OC)c1OC,nt,nt,-4%,4.7%,-1.0,40,1,-0.9%,2%,i,44,15%
COc1ccc(NC(=O)N2CCCC2C(=O)NC2CCCC2)cc1 (centres undefined),i,0.4,7%,0.1%,1.9,39,nt,1.4%,0%,i,14,3%
# (further entries)
SMILES,Myeloid diff 2,Myeloid diff 2 GFP+ MAC1+ %,Rac1 GTP hydrolysis,UTI89 phage lysis,NTR1 ag,NTR1 ag cell count 20 µM,TNAP activation fold,RSV CPE inhibition,PhoP inhibition,T cell modulator,T cell modulator vesicle-bound %,SV40 large T antigen
Cc1cccc(N(C)C(=O)CCS(=O)(=O)c2cccc3nonc23)c1,i,0.9,6%,0.1%,0.2,86,1,3.2%,-7%,i,40,7%
CC1(C)Cc2c(sc3ncnc(NN)c23)CO1,i,0.3,9%,0.3%,0.9,57,nt,0.9%,11%,i,34,10%
CC(C)c1ccc(OCC(=O)N(Cc2ccco2)C2CCS(=O)(=O)C2)cc1 (centres undefined),i,2.8,6%,5.1%,1.4,43,nt,-0.7%,nt,i,12,6%
COc1ccc(NC(=O)CSc2nnc(Cn3cnc4ccccc43)n2C)cc1,nt,nt,9%,0.5%,-1.1,51,1.1,-0.3%,2%,i,34,10%
CCOC(=O)C1=C(O)C(=O)N(c2ccc(S(N)(=O)=O)cc2)C1c1ccc(OC)cc1 (centres undefined),i,6.6,3%,2.8%,2.3,57,0.8,0.3%,-5%,i,38,2%
COC(=O)CSc1nnc(CNS(=O)(=O)c2ccc(Br)cc2)n1C,i,0.4,6%,0.1%,2.0,72,1.1,3.0%,3%,i,62,1%
Cc1ccc(S(=O)(=O)N2CCCCC2)cc1NC(=O)c1ccncc1,i,0.8,10%,1.6%[50 µM],2.6,76,nt,nt,nt,nt,nt,nt
COc1ccc(CNC(=O)c2ccc(C(C)C)cc2)cc1,i,0.6,9%,0.2%,2.3,72,1.2,3.3%,-1%,i,40,-1%
CCOc1cc(N2CCOCC2)c(OCC)cc1NC(=O)COC(=O)c1cc2ccccc2cc1O,i,1.4,8%,0.0%,8.8,42,1.1,2.3%,-2%,i,35,0%
CC1Cc2ccccc2N1C(=O)COC(=O)c1cccc(Br)c1 (centres undefined),i,0.7,2%,1.1%[50 µM],0.1,96,nt,0.4%,nt,i,31,nt
COC(=O)c1ccc(C(NC(=O)OCc2ccccc2)/C(C)=C/[C@@H](C)C(=O)NCc2ccc(OC)c(OC)c2)cc1 (some centres undefined),i,1.2,8%,1.0%,3.6,103,1.2,-0.4%,7%,i,40,15%
COc1ccc(NC(=O)CON=CC(=O)Nc2ccc(C)cc2)c(OC)c1,i,1.5,5%,1.4%[50 µM],0.7,69,nt,nt,nt,i,43,nt
NC(=O)c1ccc(NC(=O)Cc2csc(-c3ccccc3)n2)cc1,i,0.5,4%,-0.3%,1.1,48,1.1,0.5%,5%,i,5,4%
O=c1cc(-c2ccccc2)c2ccc(O)cc2o1,i,0.8,3%,0.6%,1.2,40,nt,-0.8%,nt,i,36,8%
Cc1c(Nc2nc(-c3cccc([N+](=O)[O-])c3)cs2)c(=O)n(-c2ccccc2)n1C,i,0.3,5%,0.3%,0.7,37,1,2.0%,-6%,i,23,7%
COc1ccc(OCC(=O)Nc2c(C(=O)N3CCC(N4CCCCC4)CC3)oc3ccccc23)cc1,i,1.9,14%,1.3%,1.7,56,nt,-3.2%,3%,i,57,5%
Cc1sc2c(c1C)c(=O)n(-c1ccc(Cl)cc1)c(=O)n2Cc1cc(=O)n2ccccc2n1,?,nt,-1%,0.2%[50 µM],2.7,46,1.4,8.5%,-3%,i,48,2%
COc1ccc(-c2cc(C)no2)cc1S(=O)(=O)N1CCN(c2ccccn2)CC1,i,2.4,-2%,1.4%,1.5,68,nt,13%,-2%,i,8,3%
C=CCn1c(CNC(=O)c2ccccc2F)nnc1SCc1nc2ccccc2c(=O)[nH]1,i,0.1,1%,-0.9%,1.1,39,1.1,-0.2%,-6%,i,41,7%
COc1ccc(Nc2nc(C)nc3c2oc2ccccc23)cc1,i,0.3,8%,0.2%,5.2,92,nt,0.5%,nt,i,54,5%
COc1cccc(CNCc2ccc(SC)cc2)c1OC,i,1.7,12%,0.8%,0.3,57,1.1,-1.6%,7%,i,50,11%
NS(=O)(=O)c1ccc(NC(=S)NC(=O)c2ccc(-c3ccccc3)cc2)cc1,i,1.0,6%,1.1%[50 µM],13,60,1,1.0%,0%,i,46,-39%
COc1cccc(-c2cc(C(=O)N3CCCCC3C)no2)c1 (centres undefined),i,6.2,6%,2.4%,1.7,81,1,12%,0%,i,31,9%
Cc1[nH]c(=O)[nH]c(=O)c1S(=O)(=O)NCC12CC3CC(CC(C3)C1)C2,i,0.8,6%,0.3%,-0.9,90,1,0.9%,-11%,i,39,4%
CC(C)NC(=O)Nc1ccc2c(c1)C(=O)N([C@H](C)CO)C[C@H](C)[C@@H](CN(C)S(=O)(=O)c1cn(C)cn1)O2,i,0.6,-5%,-0.3%,2.7,54,nt,nt,nt,i,18,nt
CCOc1ccc(N=C2NC(=O)S/C2=C\c2ccc(N(C)C)cc2)cc1,+,2.0*,5%,i,-0.2,88,0.8,5.2%,-33%,i,22,10%
c1ccc(-c2noc(-c3cccc4ccccc34)n2)nc1,i,1.7,10%,7.3%,5.1,68,1.1,11%,-9%,i,35,0%
CCN(CC)C(=O)[C@H]1CC(CC(=O)NCc2ccco2)C(=O)N2CCc3c([nH]c4ccc(OC)cc34)[C@]12C (some centres undefined),i,0.3,7%,0.4%,-0.8,52,nt,nt,nt,nt,nt,nt
Cn1c(N)c(C(=O)COC(=O)CN2C(=O)c3ccccc3C2=O)c(=O)n(C)c1=O,i,0.4,-3%,0.3%,-1.4,77,1.1,0.7%,0%,i,64,-1%

# Screening data (PubChem)
